Myeloid diff 2 – promotes myeloid progenitor differentiation; ER-HoxA9 myeloid progenitors, lysozyme-GFP differentiation, flow cytometry; calls only at 10 µM; 1% of 360,000 active;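 active means normalized GFP-positive differentiation at or above the plate's own cutoff, the solvent-only control mean plus 3 SD; inconclusive means no clear call, values can overlap the other calls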;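 further: cells exposed to compound for four days before flow analysis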
b-catenin transl – modulators of beta-catenin nuclear translocation; HeLa beta-catenin nuclear translocation, immunofluorescence imaging; nuclear translocation activity, % at 5 µM; 0.3% of 190,000 active;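 active means nuclear translocation activity above 50% at 5 µM, with a well cell count of 50 or more; inconclusive means wells under 50 cells across six images, flagged as toxic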;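 further: per-cell ratio of nuclear to cytoplasmic median beta-catenin stain intensity; plate controls were DMSO negative control for no effect and GSK-3 inhibitor IX positive control for full effect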
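test system = HeLa cells, endogenous beta-catenin | dosing = single 5 µM dose plus 0.02–20 µM confirmation series | times = compound treatment 24 h, 37°C, 5% CO2 | technique = beta-catenin immunofluorescence imaging with DAPI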
RSV antiviral HEp-2 – RSV antiviral activity via CPE protection, HEp-2 cells, primary 10 µM value included (AID 2391) | HEp-2 cells, RSV-induced CPE inhibition; higher % means a stronger effect | CPE inhibition, % at 10 µM, or IC50 in µM where a hit was titrated | 0.13% of 310,000 active; in the data active means a potency from the dose series; inconclusive means CPE inhibition mostly from about 23% at the one dose, without a potency; inactive means the rest, 99 in 100 with CPE inhibition below about 21%; further: strong numbers were not always called active
Rac1 GTP hydrolysis – MgcRacGAP GTPase-activating activity inhibitors, confirmation, biochemical, ADP Hunter fluorescence; MgcRacGAP-stimulated Rac1 GTP hydrolysis, ADP Hunter fluorescence; higher % means a stronger effect; GST-tagged Rac1 F28L mutant substrate; one-dose inhibition, % at 30 µM; IC50 in µM for titrated hits; 0.6% of 340,000 active; AID 624330;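 active means first-screen hits whose inhibition reached a set limit at any dose in the follow-up dose series; inconclusive means inhibition above the set first-screen limit but never retested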;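 further: fluorescence reports GDP produced by GAP-driven GTP hydrolysis; strong numbers were not always called active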
West Nile virus CPE – inhibition of WNV-induced cytopathic effect – cell-based, CPE readout (AID 1621); West Nile virus-infected cells, CPE inhibition; higher % means a stronger effect; CPE inhibition, % at 10 µM, or IC50 in µM where a hit was titrated; 0.02% of 290,000 active; in the data active means a potency from the dose series; inconclusive means CPE inhibition mostly from about 3.7% at the one dose, without a potency; inactive means the rest, 99 in 100 with CPE inhibition below about 2.2%; further: strong numbers were not always called active
WT yeast gro inh – growth inhibition of WT yeast, mitochondrial fusion screen; mitochondrial fusion phenotypic screen, WT strain; inhibition, % at 10 µM; 2.1% of 190,000 active; in the data active means inhibition above about 58%; tested in S. cerevisiae
PhoP inhibition – inhibitors of PhoP regulon expression, primary screen, Salmonella Typhimurium, GFP reporter (AID 1863); S. Typhimurium PhoP-regulated promoter GFP reporter, 4 h; higher % means a stronger effect; one-dose inhibition, % at 50 µM; IC50 in µM for titrated hits; 0.16% of 300,000 active;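 active means inhibition over 29.93%, a cutoff 3 SD above the screen mean, later confirmed by dose response; inconclusive means inhibition over 29.93% but no dose response follow-up; inactive means inhibition at most 29.93% or unconfirmed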;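 further: 0% = low Mg2+ inducing control and 100% = high Mg2+ repressing control; strong numbers were not always called active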
Large T inhibition – SV40 large T antigen inhibitors, biochemical (AID 1903) | SV40 large T antigen ATPase/helicase inhibition assay; higher % means a stronger effect | one-dose inhibition, % at 20 µM; IC50 in µM for titrated hits | 0.39% of 310,000 active; in the data active means a potency from the dose series; inconclusive means inhibition mostly from about 32% at the one dose, without a potency; inactive means the rest, 99 in 100 with inhibition below about 32%; further: strong numbers were not always called active
T cell modulator – T cell immune modulation candidate. 0.068% of 330,000 active. 2C CD8+ T cell-vesicle binding, flow cytometry; active compounds read low. calls only at 7 µM. AID 2052;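 active means response, share of CD8 T cells binding vesicles, and their 90th percentile fluorescence all below set limits, cut at about 80% in these data, passing the limit was not always enough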
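Also added: QL9-peptide-loaded Drosophila micro-vesicles bearing Ld, ICAM-1 and B7-1; Test system: purified 2C TCR transgenic mouse naive CD8+ T cells; Measured by: cytometric PE anti-B7-1 and Alexa647 anti-CD8 signals after 1% paraformaldehyde fixation; Timing: binding step 1.5 h, 37 °C, antibody labelling 20 min, ice.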
WT yeast gro inh mutant strain – also measured in WT yeast gro inh; calls as there; inhibition, %; mitochondrial fusion phenotypic screen, mutant strain inhibition
b-catenin transl cell count 5 µM – further read-out of b-catenin transl, marked with its call; cell count; measured here: cell count, cytotoxicity flag
T cell modulator vesicle-bound % – second read-out of T cell modulator, no call of its own (marks repeat the call); double positive events, %; measured here: CD8+ vesicle-bound cell fraction;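 binding gate set so that unloaded-vesicle control wells show 10% double positive cells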
Myeloid diff 2 GFP+ MAC1+ % – further read-out of Myeloid diff 2, marked with its call; GFP+ MAC1+ double positive, %; measured here: differentiation confirmed by MAC1 staining
* = called active by the depositor; i = inactive; ? = inconclusive; / = no result given; + = active, no number.

cpd	SMILES	Myeloid diff 2	Myeloid diff 2 GFP+ MAC1+ %	b-catenin transl	b-catenin transl cell count 5 µM	RSV antiviral HEp-2	Rac1 GTP hydrolysis	West Nile virus CPE
1	CSc1nnc(Cc2cc(=O)[nH]c(=O)[nH]2)n1-c1cc(C)ccc1C	i	0.2	-2.0	1073	0.0%	4%	0.1%
2	CCCNC(=O)c1nnsc1Sc1ccc(Cl)cc1	i	0.8	-1.5	1077	1.0%	5%	-0.6%
3	Cn1nc(-c2ccccc2)c2cc([N+](=O)[O-])ccc21	i	0.4	/	/	5.8%	16%	0.1%
4	COc1ccc(-c2csc(C3=C(O)CN(Cc4ccc(Cl)cc4)C3=N)n2)cc1OC	i	9.6	-4.3	1268	0.8%	8%	0.6%
5	CC1CCC(NC(=O)C(=O)Nc2ccc3c(c2)OCO3)CC1 (stereo unspecified)	/	/	/	/	0.7%	2%	-0.2%
6	CCC(C(=O)NC1CCCC1)n1nc(C)n2c(cc3occc32)c1=O (stereo unspecified)	i	3.6	/	/	2.9%	9%	-0.4%
7	O=C(Nc1ccc(Oc2cccnc2)cc1)C1CCCCN1Cc1ccc(CO)o1 (stereo unspecified)	i	0.4	/	/	1.2%	8%	-0.7%
8	O=C(CC(C(=O)O)C1CCCO1)Nc1cccc(C(F)(F)F)c1 (stereo unspecified)	i	0.9	-8.4	1001	0.3%	7%	0.3%
9	CC(=O)c1ccc(OCc2cc(C(=O)N3CCC(Oc4ccccc4C)CC3)no2)cc1	i	0.0	/	/	7.9%	3%	-0.9%
10	CN(Cc1ccco1)S(=O)(=O)c1ccc2c(c1)CCN2C(=O)CCC(=O)O	i	1.5	4.0	583	1.4%	9%	0.0%

cpd	WT yeast gro inh	WT yeast gro inh mutant strain	PhoP inhibition	Large T inhibition	T cell modulator	T cell modulator vesicle-bound %
1	4	-5	0%	9%	i	12
2	7	-17	7%	9%	i	31
3	/	/	-2%	7%	i	57
4	-2	-10	4%	4%	i	7
5	/	/	10%	5%	i	4
6	/	/	-10%	22%	i	22
7	/	/	-4%	4%	i	62
8	-13	-5	2%	16%	i	42
9	/	/	10%	-12%	i	7
10	-6	-10	4%	8%	i	64

From entry 1 up to 6, as listed above:
cpd	SMILES	Myeloid diff 2	Myeloid diff 2 GFP+ MAC1+ %	b-catenin transl	b-catenin transl cell count 5 µM	RSV antiviral HEp-2	Rac1 GTP hydrolysis	West Nile virus CPE
1	CSc1nnc(Cc2cc(=O)[nH]c(=O)[nH]2)n1-c1cc(C)ccc1C	i	0.2	-2.0	1073	0.0%	4%	0.1%
2	CCCNC(=O)c1nnsc1Sc1ccc(Cl)cc1	i	0.8	-1.5	1077	1.0%	5%	-0.6%
3	Cn1nc(-c2ccccc2)c2cc([N+](=O)[O-])ccc21	i	0.4	/	/	5.8%	16%	0.1%
4	COc1ccc(-c2csc(C3=C(O)CN(Cc4ccc(Cl)cc4)C3=N)n2)cc1OC	i	9.6	-4.3	1268	0.8%	8%	0.6%
5	CC1CCC(NC(=O)C(=O)Nc2ccc3c(c2)OCO3)CC1 (stereo unspecified)	/	/	/	/	0.7%	2%	-0.2%
6	CCC(C(=O)NC1CCCC1)n1nc(C)n2c(cc3occc32)c1=O (stereo unspecified)	i	3.6	/	/	2.9%	9%	-0.4%

cpd	WT yeast gro inh	WT yeast gro inh mutant strain	PhoP inhibition	Large T inhibition	T cell modulator	T cell modulator vesicle-bound %
1	4	-5	0%	9%	i	12
2	7	-17	7%	9%	i	31
3	/	/	-2%	7%	i	57
4	-2	-10	4%	4%	i	7
5	/	/	10%	5%	i	4
6	/	/	-10%	22%	i	22

Continuation:
cpd	SMILES	Myeloid diff 2	Myeloid diff 2 GFP+ MAC1+ %	b-catenin transl	b-catenin transl cell count 5 µM	RSV antiviral HEp-2	Rac1 GTP hydrolysis	West Nile virus CPE
11	Cc1cccc(Oc2ccccc2NS(=O)(=O)c2ccc(CCC(=O)O)cc2)c1	i	0.5	/	/	0.0%	7%	/
12	Cc1noc(COc2ccccc2OCc2onc(C)c2Cl)c1Cl	i	2.7	-0.5	1217	12%	-3%	-1.5%
13	NC(=O)N/N=C/c1c(O)ccc2oc3c(c12)CCCC3	i	0.4	9.1	893	7.3%	12%	0.6%
14	CN(C)c1ccc(NC(=O)c2ccc(Cn3cc([N+](=O)[O-])cn3)cc2)cc1	i	0.1	/	/	-1.0%	?	-0.7%
15	C=CCNc1oc(COc2ccc(C)cc2)nc1C#N	i	3.0	-0.2	1136	-1.5%	-17%	-0.7%
16	CCC(C(=O)NC1CCCC1)N(C(=O)Cn1nnc(-c2ccc(C)o2)n1)c1ccc(OC)c(OC)c1 (stereo unspecified)	i	0.9	/	/	2.1%	6%	-0.8%
17	Cc1ccc(S(=O)(=O)c2nc(-c3ccco3)oc2N2CCC(C)CC2)cc1	i	1.0	/	/	4.0%	6%	-0.9%
18	COc1cccc(NC(=O)CSc2nncn2-c2ccccn2)c1	i	1.1	-0.2	1196	0.7%	7%	0.1%
19	O=C(OCC(=O)N(c1ccccc1)C1CCCCC1)c1ccc(CO)cc1	i	0.4	/	/	-0.9%	7%	/
20	O=C(Cc1ccc(Cl)c(Cl)c1)N1CCOCC1	i	1.1	/	/	1.1%	9%	0.0%

cpd	WT yeast gro inh	WT yeast gro inh mutant strain	PhoP inhibition	Large T inhibition	T cell modulator	T cell modulator vesicle-bound %
11	/	/	/	/	i	16
12	64*	32*	1%	6%	i	42
13	/	/	-11%	7%	i	36
14	-3	9	-6%	?	i	20
15	9	10	10%	-3%	i	55
16	/	/	1%	17%	i	23
17	/	/	11%	4%	i	27
18	8	15	16%	3%	i	40
19	/	/	/	/	i	11
20	/	/	-1%	9%	i	53

Remaining list, next part
cpd	SMILES	Myeloid diff 2	Myeloid diff 2 GFP+ MAC1+ %	b-catenin transl	b-catenin transl cell count 5 µM	RSV antiviral HEp-2	Rac1 GTP hydrolysis	West Nile virus CPE
21	Cc1nnc(SCC(=O)N2CCCC2)n1-c1ccc(F)cc1	i	0.7	/	/	/	11%	/
22	CCc1ccccc1Nc1nc2ccccc2n1C	i	0.3	0.9	1470	4.0%	-6%	-0.1%
23	O=C(COC(=O)c1ccccc1NS(=O)(=O)c1cccs1)NCC12CC3CC(CC(C3)C1)C2	i	0.8	-0.5	969	1.1%	7%	-0.6%
24	Cc1cc(C2C(C#N)=C(N)Oc3n[nH]c(C)c32)c(C)s1 (stereo unspecified)	/	/	-0.3	1362	0.9%	10%	0.2%
25	O=C(Cn1c(=O)c2cccn2c2ccccc21)NCc1cccc(F)c1	i	1.8	/	/	2.2%	-3%	0.0%
26	O=C(/C=C/c1ccc(O)cc1)OCc1occc(=O)c1O[C@@H]1OC(CO)[C@@H](O)[C@H](O)[C@@H]1O (stereo partly specified)	i	1.9	2.2	448	1.1%	22%	0.1%
27	COc1ccc2c(c1)C(=O)N1[C@H]3c4cc(C)ccc4OC[C@@H]3[C@H](c3ccccc3)[C@]1(C)C(=O)N2	+	3.1*	/	/	-2.3%	1%	/
28	CCc1ccccc1NC(=O)CCNC(=O)Cn1ccc2ccccc2c1=O	i	4.5	/	/	0.5%	-7%	-0.4%
29	CCOC(=O)C1CCCN(C2CCN(Cc3nc(-c4ccccc4)no3)CC2)C1 (stereo unspecified)	i	0.4	-0.3	1102	-0.5%	13%	-0.8%
30	C[C@H](NS(=O)(=O)c1ccccc1)C(=O)OCC(=O)NC(=O)Nc1ccc2c(c1)OCCO2	i	0.2	-2.7	944	1.1%	11%	0.3%

cpd	WT yeast gro inh	WT yeast gro inh mutant strain	PhoP inhibition	Large T inhibition	T cell modulator	T cell modulator vesicle-bound %
21	/	/	/	5%	i	41
22	3	16	7%	-1%	i	32
23	10	2	-5%	9%	i	54
24	-3	-18	0%	15%	i	40
25	/	/	-3%	22%	i	52
26	8	-10	1%	?	i	43
27	/	/	/	1%	/	/
28	/	/	7%	5%	i	52
29	3	15	-1%	10%	i	60
30	-3	21	-6%	4%	i	5

(further entries)
cpd	SMILES	Myeloid diff 2	Myeloid diff 2 GFP+ MAC1+ %	b-catenin transl	b-catenin transl cell count 5 µM	RSV antiviral HEp-2	Rac1 GTP hydrolysis	West Nile virus CPE
31	CCOC(=O)N1CCN(c2c(-c3ccccc3)c3cc(Cl)ccc3[nH]c2=O)CC1	i	8.2	-1.6	1304	0.8%	3%	/
32	COc1cc(/C=C/C(=O)O)cc(S(=O)(=O)NCCCC(=O)O)c1OC	i	1.0	0.0	1543	1.1%	4%	-0.1%
33	CN(C)CCN(Cc1ccc(Cl)cc1)c1ccccn1	i	2.0	/	/	-1.1%	4%	-0.2%
34	Cc1ccc2nc(SCC(=O)Nc3cc([N+](=O)[O-])ccc3F)[nH]c2c1	i	0.3	-0.3	1071	-1.3%	9%	-0.2%
35	O=C1CSC(c2ccncc2)N1Cc1ccc(F)cc1 (stereo unspecified)	i	0.5	-2.5	1086	2.0%	5%	-0.6%
36	Cc1nnc(N/N=C/c2cc([N+](=O)[O-])c(N3CCC(C)CC3)cc2N2CCC(C)CC2)n1N	i	0.9	3.9	1008	?	7%	0.1%
37	CCCN(CCC)S(=O)(=O)c1ccc(NC(=O)COc2ccccc2)cc1	i	3.5	/	/	8.2%	4%	-0.6%
38	O=C(OCC(=O)N1CCc2ccccc21)c1ccc(Cl)nc1	i	1.5	0.0	1393	0.9%	13%	0.3%
39	CC1(C)C2([N+](=O)[O-])CN3CC1([N+](=O)[O-])CN(C2)C31CCCC1	i	1.2	/	/	0.9%	10%	1.6%
40	CC(C)N(C(=S)Nc1cccc(S(=O)(=O)N(C)C)c1)c1ccccc1	i	0.8	-0.2	1329	11%	0%	0.4%

cpd	WT yeast gro inh	WT yeast gro inh mutant strain	PhoP inhibition	Large T inhibition	T cell modulator	T cell modulator vesicle-bound %
31	21	-14	5%	-22%	i	17
32	2	-2	-9%	7%	i	30
33	-7	-7	0%	3%	i	66
34	3	4	2%	3%	i	1
35	/	/	4%	10%	i	22
36	8	-16	-11%	6%	i	5
37	42	26	6%	-4%	i	19
38	14	-17	-4%	4%	i	14
39	1	-1	-3%	-2%	i	10
40	/	/	-4%	24%	i	59

Compound activity: PubChem, several laboratories
